# Source: PubChem (National Center for Advancing Translational Sciences (NCATS))
# L3MBTL1 block – L3MBTL1 (human) inhibition; Q9Y468; AlphaScreen L3MBTL1–H3K9me1 peptide binding; Potency, µM (titrated, usually from 57.1 µM), for inactives: at the top dose activity, negative = inhibition, usual class: inhibitors; hit rate 0.66% among 230,000; also: nearly all actives have a fitted effect of over 60% in size
#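 First, the protein-peptide complex forms for 30 min at room temperature (L3MBTL1 50 nM, biotinylated H3K9me1 peptide 75 nM). Next, compounds are pin-transferred and incubated 30 min. Finally, AlphaScreen beads are added and read after 30 min.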
# RECQ1 inh – inhibitors of human RECQ1 DNA helicase; hit rate 0.54% among 240,000; Potency, µM (doses to about 57.3 µM), inactives show at the top dose activity, negative = inhibition, usual class: inhibitors; RECQ1 DNA unwinding, red fluorescence kinetic read;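 also: plate controls were vehicle for no effect and no enzyme for full effect; nearly all actives have a fitted effect of over 30% in size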
#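 RECQ1T1 50 nM; forked duplex (20 bp + 30-nt ss tails) 200 nM, ATP 2 mM final; pH 8.0, 2 mM MgCl2, 2.5 ug/ml poly(dI-dC); 15 min compound preincubation; discontinuous kinetic read over 2 h at RT.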
# GAA glycogen – inhibitors or activators of human alpha-glucosidase glycogen cleavage | P10253 | recombinant GAA, glycogen substrate, Amplex Red glucose oxidase fluorescence | Potency, µM (series often up to 76.4 µM), without a hit: top-dose activity change, negative = inhibition, usual class: inhibitors | hit rate 0.38% among 300,000 | AID 2100;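 also: 0% = full enzyme reaction and -100% = no-enzyme basal signal; the screen sought inhibitors and activators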
#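 Recombinant human enzyme (4 nM); glycogen substrate; 37 C, 40 min, pH 5.0. Readout: coupled glucose oxidase/Amplex Red fluorescence.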
# aGlu spleen mod – lysosomal alpha-glucosidase (human) modulation; human spleen homogenate, 4-MU-alpha-glucoside fluorescence; Potency, µM (series often up to 79.9 µM), inactives show top-dose activity change, negative = inhibition, most hits filed as inhibitors; hit rate 0.006% among 240,000; AID 2112;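 also: 0% = enzyme with vehicle and -100% = no enzyme basal signal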
#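 Human spleen homogenate (1 ug) incubated with compounds and 1 mM 4-methylumbelliferyl-alpha-D-glucopyranoside in pH 5.0 citrate/phosphate buffer, 37 C, 40 min. Stopped at pH 10; 4-MU fluorescence (Ex 365/Em 440 nm); AC50 by Hill fit.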
# TRb-SRC2 inh – inhibitors of human thyroid hormone receptor beta-SRC2 interaction; Potency, µM (series often up to 106 µM), inactives show at the top dose activity change, negative = inhibition, most hits filed as inhibitors; P10828; hit rate 0.065% among 280,000; AID 1469; TRbeta-SRC2 peptide binding, fluorescence polarization; receptor liganded with 1 µM T3;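 also: plate controls were bound peptide for no effect and peptide without receptor for full effect; nearly all actives have a fitted effect of over 50% in size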
# Target sequence (P10828 whole entry, looked up): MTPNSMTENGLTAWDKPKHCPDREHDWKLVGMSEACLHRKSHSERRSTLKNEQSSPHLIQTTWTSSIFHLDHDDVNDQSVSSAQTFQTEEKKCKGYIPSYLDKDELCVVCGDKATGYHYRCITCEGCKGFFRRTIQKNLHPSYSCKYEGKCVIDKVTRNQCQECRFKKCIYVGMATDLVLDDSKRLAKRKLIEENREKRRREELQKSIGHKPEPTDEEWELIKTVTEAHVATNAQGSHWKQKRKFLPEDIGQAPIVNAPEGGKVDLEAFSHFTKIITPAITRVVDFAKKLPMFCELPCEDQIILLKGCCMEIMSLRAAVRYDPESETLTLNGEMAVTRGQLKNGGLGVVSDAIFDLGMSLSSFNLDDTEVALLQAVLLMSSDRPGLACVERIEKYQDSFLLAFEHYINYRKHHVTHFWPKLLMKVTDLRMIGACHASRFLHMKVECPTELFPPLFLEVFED
#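 Polarization signal, normalized between peptide-alone and full complex controls, measured compound effects on T3-liganded human TRb LBD (0.6 uM) binding 20 nM Texas Red SRC2 peptide after 5 hr.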
# GAA inhib – blocks human lysosomal alpha-glucosidase; purified human GAA, 4-MU-alpha-glucoside fluorescence; Potency, µM (highest dose often 76.9 µM), for inactives: at the highest dose activity change, negative = inhibition, hits mostly inhibitors; hit rate 0.005% among 200,000; AID 1466;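 also: plate controls were uninhibited enzyme wells for no effect and no-enzyme background for full effect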
#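 Human alpha-glucosidase, 4 nM, pre-mixed with test compounds before 400 uM 4-methylumbelliferyl substrate; 20 min room temperature at pH 5.0. Fluorescence read after pH 10 stop; AC50 values from Hill-equation fits.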
# GoLoco inh red – blocks human Gai1 binding to RGS12 GoLoco peptide, red readout; P63096; Gai1:RGS12 GoLoco peptide FP, rhodamine, 10 min; Potency, µM (titrated, usually from 61.6 µM), for the others: at the top dose activity, negative = inhibition, most hits filed as inhibitors; hit rate 0.44% among 230,000; AID 880; active = well fitted inhibition curve with a large enough effect, not every such curve was filed as active; inactive = no such curve, though single readings can be large or run the other way; also: nearly all actives have a fitted effect of over 30% in size; many of its hits are not listed in these tables
# Target sequence (P63096 whole entry, looked up): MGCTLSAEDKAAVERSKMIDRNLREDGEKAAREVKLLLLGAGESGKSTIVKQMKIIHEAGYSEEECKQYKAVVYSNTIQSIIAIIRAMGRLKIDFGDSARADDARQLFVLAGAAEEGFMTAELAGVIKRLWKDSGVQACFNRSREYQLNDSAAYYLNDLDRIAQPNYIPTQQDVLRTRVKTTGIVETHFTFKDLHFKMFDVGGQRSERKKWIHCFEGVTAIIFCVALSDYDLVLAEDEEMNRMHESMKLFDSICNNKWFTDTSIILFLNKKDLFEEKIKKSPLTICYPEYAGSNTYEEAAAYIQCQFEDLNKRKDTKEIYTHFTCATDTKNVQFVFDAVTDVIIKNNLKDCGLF
# TR SRC2 fluor cs – Texas Red fluorescence interference in TRb-SRC2 counter-screen; TRb/SRC2 Texas Red total fluorescence interference; Potency, µM (titrated, usually from 106 µM), for inactives: at the highest dose fluorescence change, negative = quenching; hit rate 0.29% among 280,000; active = well fitted curve in either direction with a large enough effect; inconclusive = small, poorly fitted or top-dose-only effect
#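 Human TRb ligand-binding domain at 0.6 uM with 20 nM Texas Red SRC2 peptide in Tris buffer containing 1 uM T3 and 5% DMSO, incubated with compound 5 h at ambient temperature. Total fluorescence (555/632 nm) calculated as parallel + 2 × perpendicular.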
# Starred values were filed as active, the others as inactive; i = inactive; ? = inconclusive; nt = not tested or not shown; & = joins results of further samples; [ ] = another dose, or the depositor's remark. Unless noted, calls follow the shape of the dose curve; as a rule, active = well fitted curve in the direction sought with a large enough effect; inconclusive = small, poorly fitted or top-dose-only effect, or another doubt; inactive = no such curve, though single readings can be large; an effect the other way counts as inactive or inconclusive. Unless noted, % is scaled to controls: 0 for no effect and ±100 for the full control effect; potency is read from the fitted curve at half-maximal effect.
SMILES,L3MBTL1 block,RECQ1 inh,GAA glycogen,aGlu spleen mod,TRb-SRC2 inh,GAA inhib,GoLoco inh red,TR SRC2 fluor cs
Cc1cccc(N2CCN(S(=O)(=O)c3ccc4c(c3)CCN4C(=O)CCC(=O)O)CC2)c1C,0%,3%,-2%,-3%,-2%,-2%,1%,3%
COc1ccc(CN2CCNC(=O)C2CC(=O)NCCCn2cccn2)c(OC)c1 (stereo not drawn),6%,i,5%,7%,0%,-2%,-30%,2%
CCOC(=O)c1nn(-c2ccc3c(c2)OCO3)cc1O,0%,i,9%,-5%,-14%,-9%,-4%,-1%
CS(=O)(=O)N1CCc2cc(C(=O)N3CCOCC3)ccc21,1%,-5%,10%,4%,-10%,0%,-8%,-8%
Cc1cc(NC(=O)CN2CCN(C/C=C/c3ccccc3)CC2)c([N+](=O)[O-])cc1C,-6%,0%,1%,3%,5%,6%,-10%,-3%
O=[N+]([O-])c1ccccc1NC1CCN(Cc2ccccc2)CC1,nt,-5%,7%,0%,-1%,nt,10%,-2%
Cc1noc(C)c1C(=O)OCC(=O)NC(=O)NC12CC3CC(CC(C3)C1)C2,-4%,16%,-6%,-19%,2%,0%,5%,-3%
CCN(CC)c1ccc(CNC23CN4CN(CN(C4)C2)C3)cc1,-6%[11.4 µM],0%,-11%,-1%,-4%,-5%,-22%,-3%
Cc1nn(-c2ccccc2)nc1-c1nnc(-c2ccc(C(F)(F)F)cc2)o1,-11%,1%,9%,5%,1%,nt,7%,4%
C[N+](C)(C)CCCCCC[N+](C)(C)C,nt,1%,nt,1%,-3%,nt,8%,-1%

# Reprinted from the part before: 4 compounds, followed by the next part.
SMILES,L3MBTL1 block,RECQ1 inh,GAA glycogen,aGlu spleen mod,TRb-SRC2 inh,GAA inhib,GoLoco inh red,TR SRC2 fluor cs
Cc1noc(C)c1C(=O)OCC(=O)NC(=O)NC12CC3CC(CC(C3)C1)C2,-4%,16%,-6%,-19%,2%,0%,5%,-3%
CCN(CC)c1ccc(CNC23CN4CN(CN(C4)C2)C3)cc1,-6%[11.4 µM],0%,-11%,-1%,-4%,-5%,-22%,-3%
Cc1nn(-c2ccccc2)nc1-c1nnc(-c2ccc(C(F)(F)F)cc2)o1,-11%,1%,9%,5%,1%,nt,7%,4%
C[N+](C)(C)CCCCCC[N+](C)(C)C,nt,1%,nt,1%,-3%,nt,8%,-1%
O=C(Nc1ccccc1)c1ccc2ccccc2n1,nt,-1%,-2%,-5%,2%,-10%,13%,-1%
COc1cc2c(C(=O)O)c(C)n(CC(C)C)c2c2ccccc12,-7%,-3%,2%,4%,-10%,-5%,8%,-1%
CCc1ccc2oc(-c3ccc(OC)cc3)cc(=Nc3cccc(C(=O)O)c3)c2c1,nt,-1%,1%,2%,0%,?,4%,-1%
COc1ccccc1C(=O)N1CCN(S(=O)(=O)c2ccccc2)CC1,7%,i,-6%,-8%,-2%,-23%,-4%,0%
O=C1/C(=C/c2cccs2)Cc2ccccc21,-3%,-1%,-3%,-9%,-1%,-5%,nt,-8%
CCOc1cc(N2CCOCC2)c(OCC)cc1NC(=O)CN1CCc2ccccc2C1,?,i,-1%,0%,-8%,-6%,3%,2%
O=C1c2ccccc2C(=O)C12OC2c1ccc(Cl)cc1 (stereo not drawn),?,-2%,6%,-4%,8%,8%,5%,-1%
CC(Oc1ccc(F)cc1)C(=O)Nc1sc2c(c1C(=O)NCc1cccnc1)CCCC2 (stereo not drawn),-6%,-10%,-13%,2%,4%,-1%,nt,-3%
CCCn1c(N2CCN(C(=O)N3CCCCC3)CC2)nc2ccccc21,-5%,i,12%,-5%,0%,-2%,6%,-4%
COC(=O)c1c(C)[nH]c(C(=O)/C=C/c2ccccc2Cl)c1C,nt,i,-2%,2%,-7%,nt,13%,1%
CCCCCCN=CC1=C(O)C(C(=O)OC)C(C)(C)CC1=O (stereo not drawn),nt,i,10%,5%,2%,-1%,2%,3%
O=C(c1ccc(F)cc1)C(CN1CCOCC1)c1ccccc1 (stereo not drawn),7%,-10%,-8%,-5%,-9%,-6%,-2%,3%
FC(F)(F)C(Oc1nc(Nc2ccc(Cl)cc2)nc(N2CCOCC2)n1)C(F)(F)F,12%,-2%,0%,7%,2%,-14%,2%,-3%
Cc1cc(C(=O)OC2CCOC2=O)c2ccccc2n1 (stereo not drawn),-6%,0%,-1%,2%,5%,11%,-16%,-2%
Cn1c(N)c(C(=O)/C=C/c2ccccc2)c(=O)[nH]c1=O,3%,-11%,4%,-21%,6%,-5%,22%,-3%
CCC(C)NC(=O)CCn1c(-c2ccccc2)cc(C(C)=O)c1C (stereo not drawn),7%,-2%,-7%,-1%,-3%,-9%,9%,1%
COc1ccc(CCCc2nnc(SCC(=O)Nc3cccc(C)c3)o2)cc1,nt,i,-11%[76.3 µM],3%,4%&1%,-13%,5%,-3%&2%
Cn1cc(P(=O)(N2CCOCC2)N2CCOCC2)cc1P(=S)(N1CCOCC1)N1CCOCC1,5%,1%,2%,-3%,1%,6%,8%,0%
CCCc1cc(=O)[nH]c(SCCOC(=O)c2ccccc2)n1,nt,7%,6%,-1%,-2%,2%,4%,-2%
C/C(Cc1ccccc1)=N\NC(=O)CNC(=O)/C=C\c1ccccc1,3%,0%,3%,-1%,4%,nt,2%,-2%
COc1cc(OC)cc(-c2nn[nH]n2)c1,4%,-9%,-11%,4%,4%,-3%,10%,2%
Cc1onc(-c2ccccc2Cl)c1C(=O)N1CCN(C(=O)c2ccco2)CC1,-6%,-15%,3%,1%,-5%,-3%,4%,1%
CCOC(=O)N/N=C(/C)c1ccc(N2C(=O)C3CCCCC3C2=O)cc1 (stereo not drawn),nt,-2%,-11%,1%,4%,7%,-1%,-2%
C/C(=N\Nc1ccc(C(=O)O)cc1)c1ccc(S(=O)(=O)NCc2ccco2)cc1,-10%,4%,?,-3%,9%,4%[15.4 µM],3%,-5%
O=C(CSc1nc2cc([N+](=O)[O-])ccc2n1-c1ccccc1)NCc1ccc2c(c1)OCO2,-21%,8%,-21%,1%,17%,3%,-2%,-2%
O=C(NC1CCCCC1)c1cc(-c2ccccn2)nc2ccccc12,5%,i,2%,-7%,0%,2%,4%,1%
CCOCCCNC(=O)C(NC(=O)c1ccccc1O)c1ccccc1 (stereo not drawn),nt,-2%,3%,-4%,-2%,-4%,-7%,-2%
COc1ccccc1CNC(=O)c1ccc2c(=O)n(CCCN3CCCC3=O)c(=S)[nH]c2c1,nt,-12%,-1%,8%,-1%,7%,-1%,-1%
Cc1ccc(C)c(NC(=O)Cn2nnc(C(=O)NCc3cccs3)c2N)c1,9%,-2%,6%,1%,6%,2%,6%,0%
O=C(O)c1n[nH]nc1-c1ccccc1,12%,i,-9%,0%,-2%,7%,0%,3%
CCOC(=O)C1CCCN(C(=S)Nc2cccc(Cl)c2C)C1 (stereo not drawn),-5%,-15%,7%,-5%,-3%,-6%,3%,0%
CNS(=O)(=O)c1ccc(NC(=O)Nc2cccc(F)c2)cc1,-17%,0%,6%,7%,26%,?,59%[activator],-8%
Cc1nnsc1C(=O)N1CCN(c2ccc(C#N)cn2)CC1,6%,-6%,4%,0%,2%,nt,3%,-1%
CC[C@H](C)[C@H](NC(=O)[C@H](C)NC(=O)CNC(=O)[C@H](CCCN=C(N)N)NC(=O)[C@H](C)NC(=O)[C@H](CC(C)C)NC(=O)[C@H](CCC(=O)O)NC(=O)[C@H](CC(C)C)NC(=O)[C@H](C)NC(=O)[C@@H](N)CCC(=O)O)C(=O)N[C@@H](Cc1ccccc1)C(=O)N[C@@H](CCC(N)=O)C(=O)N[C@@H](C)C(=O)O,nt,0%,nt,6%,5%,nt,nt,4%
COC(=O)c1cccc(C(=O)N2CCCC(CNC(=O)c3ccccc3Cl)C2)c1 (stereo not drawn),-5%,-1%,0%,-3%,-1%,nt,7%,0%
COC(=O)c1c(C)c2c(c(C)c1O)OC(=O)c1c(C)c(Cl)c(O)c(Cl)c1O2,nt,0%&-3%,nt,-1%&9%,-2%&8%,nt,6%&13%,-1%&-4%
COCCCNC(=S)NNC(=O)c1csc2ccccc12,10%,-4%,-25%,-7%,2%,-1%,-3%,3%
CCCCn1c(SCn2nnc3ccccc3c2=O)nc2cc(S(N)(=O)=O)ccc21,nt,i,1%,-2%,1%,-11%,8%,-7%
CCOC(=O)c1cnc(-c2ccccc2O)nc1Cl,nt,-5%,-11%,2%,-4%,0%,9%,0%
CCCCOc1ccc(CC(=O)NCC(=O)O)cc1,-8%,-4%,-12%,14%,1%,5%,-6%,-1%
CCC(CC)C(=O)OCC(=O)Nc1cc(OC)c([N+](=O)[O-])cc1C,-8%,0%,-2%,-7%,2%,-9%,1%,1%
CC(=O)Nc1ccc(OCc2cccc([N+](=O)[O-])c2)cc1,1%,-7%,-19%,-2%,-1%,8%,3%,-2%
Cc1ccc(S(=O)(=O)N2CCC(C(=O)NCc3ccncc3)CC2)cc1,nt,-15%,4%,7%,1%,-20%,-4%,-6%
CN(C)c1ccc(/C=C/c2ccc3c4ccccc4ccc3[n+]2-c2ccccc2)cc1,?,20µM*,-7%,4%,?,-7%,71%[activator],13µM*[fluorescent]
Cc1cccc(NC(c2ccc(C)s2)c2ccc3ccc(C)nc3c2O)n1 (stereo not drawn),-12%,-8%,-11%,4%,-8%,0%,-5%,2%
O=C(CSc1cccs1)Nc1ccc(Cl)cc1,-10%,1%,-3%,5%,2%,nt,8%,0%
Cc1cc[n+](-c2nc3ccccc3nc2[N-]S(=O)(=O)c2ccccc2)cc1,?,0%,8%,-9%,-4%,?,nt,-3%
NC(=O)COC(=O)c1ccccc1Nc1ccc(SC(F)F)cc1,2%,-14%,4%,-3%,4%,-9%,1%,-1%
O=C(c1cccs1)N1CCC(c2ccccc2)C1 (stereo not drawn),6%[11.4 µM],-1%,6%,-6%,-2%,-3%,7%,-5%

# The list is partial. The share of hits here may be higher or lower than overall.
